Screening data deposited in PubChem BioAssay by several laboratories.
PHOSPHO1 block: inhibitors of human PHOSPHO1 phosphatase; recombinant PHOSPHO1, absorbance phosphatase assay; inhibition, % at 13.3 µM; hit rate 1.1% among 290,000; in the data active = inhibition above about 60%
GPR7 antag: human neuropeptides B/W receptor 1 antagonism; P48145; inhibition, % at 4.4 µM; GPR7-expressing cells, fluorescence antagonist assay; hit rate 1.1% among 290,000; in the data active = inhibition above about 16%, passing the limit was not always enough;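 note: cells stimulated with the agonist NPW; 0% = agonist with vehicle and 100% = vehicle without agonist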
Target sequence (P48145 whole entry, looked up): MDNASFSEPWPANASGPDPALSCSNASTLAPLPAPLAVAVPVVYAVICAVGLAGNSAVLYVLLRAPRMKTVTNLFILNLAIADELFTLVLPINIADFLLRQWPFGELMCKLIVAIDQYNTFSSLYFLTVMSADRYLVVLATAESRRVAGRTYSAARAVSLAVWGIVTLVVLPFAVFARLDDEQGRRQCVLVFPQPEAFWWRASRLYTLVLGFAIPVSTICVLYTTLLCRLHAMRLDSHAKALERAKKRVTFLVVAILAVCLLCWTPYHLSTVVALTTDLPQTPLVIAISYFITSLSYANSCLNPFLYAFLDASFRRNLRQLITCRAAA
FID counter: displaces DNA intercalator in HCV helicase counter-screen. AID 1845. hit rate 0.17% among 290,000. inhibition, % at 7.9 µM. DNA fluorescent intercalator displacement, fluorescence; in the data active = inhibition above about 37%;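 note: 0% = vehicle and 100% = reference compound; higher means more ethidium bromide displaced from hairpin DNA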
M18AAP inhibitor: PfM18AAP enzyme inhibition | recombinant PfM18AAP, H-Glu-NHMec fluorogenic cleavage | inhibition, % at 7.35 µM | hit rate 1.2% among 290,000;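 active = inhibition above the campaign mean inhibition over all tested compounds plus 3 SD, cut at about 28% in these data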;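 note: 0% = plate median of test compound wells and 100% = 2 mM ZnCl2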
MEKK3 PB1 HTS: MEKK3-MEK5 PB1 interaction, increase or decrease. binding response (% of control), % at 10 µM. hit rate 1.4% among 290,000. bead-based flow cytometry, Alexa488-MEK5 binding to MEKK3; actives lie on both sides; 0 = blocked by unlabeled MEK5, 100 = vehicle;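 active = binding response more than 3 SD above or below the average of its plate-row segment, actives on both sides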;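 note: Alexa488 bead fluorescence after subtracting the streptavidin-only scavenger bead signal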
Target sequence (Q99759 whole entry, looked up): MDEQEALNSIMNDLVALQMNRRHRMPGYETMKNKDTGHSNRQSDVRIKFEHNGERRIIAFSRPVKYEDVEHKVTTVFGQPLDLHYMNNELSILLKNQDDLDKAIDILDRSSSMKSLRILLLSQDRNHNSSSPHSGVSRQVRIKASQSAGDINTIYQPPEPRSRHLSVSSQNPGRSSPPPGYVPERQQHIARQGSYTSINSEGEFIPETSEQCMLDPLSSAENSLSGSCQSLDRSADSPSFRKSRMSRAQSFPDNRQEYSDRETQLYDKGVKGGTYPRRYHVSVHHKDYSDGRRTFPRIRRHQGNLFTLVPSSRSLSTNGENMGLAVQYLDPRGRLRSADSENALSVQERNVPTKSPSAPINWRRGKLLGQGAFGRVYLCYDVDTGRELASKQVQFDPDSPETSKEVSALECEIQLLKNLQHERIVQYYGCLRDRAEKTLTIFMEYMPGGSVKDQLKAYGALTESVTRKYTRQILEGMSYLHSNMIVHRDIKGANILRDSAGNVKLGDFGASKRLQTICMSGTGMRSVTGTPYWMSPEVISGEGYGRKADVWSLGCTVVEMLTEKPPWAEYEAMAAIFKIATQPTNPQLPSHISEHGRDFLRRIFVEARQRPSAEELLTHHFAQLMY
NALP1 inh: inhibitors of NALP1 inflammasome in yeast | S. cerevisiae NALP1/ASC/caspase-1 growth, X-gal OD620, 72 h | inhibition, % at 10 µM | hit rate 0.61% among 280,000; in the data active = inhibition mostly above about 24%, no sharp cut-off; inactive = mostly below about 32%; note: some compounds called inactive have numbers as strong as hits
MEKK2 mut-MEK5: signal of MEK5 binding to mutant human MEKK2 PB1 domain | hit rate 0.35% among 290,000 | percent response, % at 10 µM | AID 1530 | bead flow cytometry, Alexa488-MEK5 binding to MEKK2 mutant; in the data active = percent response above about 24%, passing the limit was not always enough; note: inactives centre near 1; some results filed as inactive read as strong as hits; reference of the scale not given here
OXTR agonist: activates the human oxytocin receptor | activation, % at 3 µM | P30559 | hit rate 0.32% among 320,000 | CHO-OTR cells, Fluo-8 calcium fluorescence; normalized: DMSO 0%, oxytocin 100%;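 active = activation above the mean of all tested compounds plus 3 SD, cutoff set per screening run, cut at about 20% in these data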;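 note: peak over basal fluorescence ratio from a 100 s FLIPR kinetic read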
MEKK2wt PB1 HTS: raises or lowers MEK5 binding to wildtype human MEKK2 PB1 domain. bead flow cytometry, Alexa488-MEK5 binding to MEKK2 WT; actives lie on both sides. AID 1531. hit rate 1.1% among 290,000. binding response (% of control), % at 10 µM; in the data active = binding response below about 67% or above about 130%
Active calls of the source: *; nt = not tested or not shown.

No.	SMILES	PHOSPHO1 block	GPR7 antag	FID counter	M18AAP inhibitor	MEKK3 PB1 HTS	NALP1 inh	MEKK2 mut-MEK5	OXTR agonist	MEKK2wt PB1 HTS
1	Cc1ccc2nc(C)cc(N/N=C/c3ccccc3O)c2c1	nt	-4	-9	0	108	-14	5	-2.7	98
2	COCCN1CN=C(Nc2nc3ccccc3o2)NC1	33	-7	-5	-12	106	8	3	0.1	103
3	Cc1ccc(C(c2ccc(C)o2)c2cccc([N+](=O)[O-])c2O)o1	31	-11	-7	10	98	0	-5	-2.8	92
4	COc1cc(/C=N/NC(=O)CCc2ccccc2)ccc1O	12	-5	-3	-2	nt	0	nt	0.4	nt
5	CC(=O)Nc1ccc(OS(=O)(=O)c2ccc(C(C)(C)C)cc2)cc1	40	-12	-11	-6	109	4	-4	0.7	100
6	COc1ccc(-c2ccccc2NC(=O)C2CCCN(Cc3ccc(C)o3)C2)cc1 (stereo not given)	43	14	2	-1	102	22	0	-1.4	107
7	Cc1ccc(S(=O)(=O)NCc2nc3ccccc3c(=O)n2N)cc1	22	-11	-10	-1	99	19	3	6.1	95
8	CCN(CC)c1nc2ccccc2n2cnnc12	3	-13	-1	-10	98	-7	0	-1.9	99
9	CNC(=O)/C(C#N)=C/c1ccc(-c2ccc(OC)cc2[N+](=O)[O-])o1	18	-7	0	8	91	44	-1	0.4	103
10	CCCSC1=C(C#N)C(c2ccccc2OCC)CC(=O)N1 (stereo not given)	13	-6	-10	-3	98	1	-5	-2.3	89
11	S=C(NC1CCCCC1)N1CCOCCOCCN(C(=S)NC2CCCCC2)CCOCC1	-128	13	-22	4	100	nt	2	-3.9	105
12	O=c1cc(-c2ccccc2)[nH]c2nc3ccccc3n12	-10	0	-3	2	103	48	1	-0.5	104
13	Cc1ccn2cc(CSc3ccccc3)nc2c1	2	2	-3	-3	104	12	12	-1.3	108
14	O=C(CN1CCC(C(O)(c2ccccc2)c2ccccc2)CC1)Nc1ccccc1	19	3	17	-2	97	0	0	2.8	97
15	Cc1cc(C)c2nc(SCC(=O)NC(=O)c3cccn3C)cc(C)c2c1	-106	-1	-5	-9	81	-1	-12	-0.5	73
16	Cc1ccc(-n2c(-c3ccccc3)c[n+]3c2CCC3)cc1	4	10	-4	-4	104	6	-1	1.1	102
17	CCCCNC(=O)C1C2C=CC3(CN(Cc4ccc(C)cc4)C(=O)C13)O2 (stereo not given)	41	-4	-11	4	101	15	-1	-1.3	100
18	Cc1cc(C)n(C(=O)c2cccc(S(=O)(=O)N3CCOCC3)c2)n1	0	1	1	-5	113	29	3	-0.1	112
19	Cc1cc(C)c(NC(=O)Cn2cc3c(n2)CCCC3)c(C)c1	0	-8	-6	2	95	nt	-2	-0.3	98
20	CC1CCN(CCCNS(=O)(=O)c2cc(Br)cc3c2N(C(=O)C2CC2)CC3)CC1	-4	0	14	-7	101	31	1	-1.0	113
21	Cc1cc(C(F)F)n2ncc(C(=O)NCc3ccc(F)cc3)c2n1	9	-6	-14	1	97	nt	0	0.6	96
22	CCOc1ccc(C(=O)NCC(=O)OCC(=O)Nc2cccc(S(=O)(=O)N3CCCC3)c2)cc1	34	-9	-21	3	102	nt	4	0.1	105
23	COc1ccc(NS(=O)(=O)c2cccc(-c3n[nH]c(=S)n3Cc3ccccc3)c2)cc1	20	-7	-39	10	110	-5	0	2.2	105
24	N#Cc1ccc(Cl)cc1NC(=O)CSc1nc2nc(-c3cccs3)cc(C(F)(F)F)c2c(=O)[nH]1	2	-7	0	-12	108	1	3	0.0	104
25	CC(=O)C1=C(C)NC(SCC(=O)Nc2nc3ccccc3s2)=C(C#N)C1c1ccc(Cl)cc1 (stereo not given)	-12	3	-2	10	105	12	14	-1.1	99
26	CCCCOc1ccc(Cn2c(=O)oc3ccccc32)cc1	39	27	-22	4	102	12	-1	nt	106
27	CSc1ccc(/C=C/C(=O)c2ccc(NC(=O)Cc3ccccc3)cc2)cc1	24	7	-3	3	99	-4	-3	-0.1	91
28	CCOc1ccc(C2(C)NC(=O)N(CCN(C)C)C2=O)cc1 (stereo not given)	29	-2	-1	-2	99	2	-1	0.6	99
29	Cc1ccccc1C(=O)NC(CC(C)C)C(=O)NN1C(=O)c2ccccc2C1=O (stereo not given)	34	-14	-13	-2	101	7	0	-0.5	102
30	CCOCC(=O)Nc1cc(Cl)ccc1C	48	-7	0	-8	100	4	-4	0.5	97
31	CC1=C(C(=O)N2CCCC(C(=O)c3cccc4ccccc34)C2)OCCO1 (stereo not given)	23	-8	-24	-1	103	-4	9	3.2	107
32	CS(=O)(=O)N(CC(=O)Nc1ccccc1-c1ccccc1)c1ccc(F)cc1	31	-3	-29	5	101	7	1	-2.0	98
33	Cc1ccc(NC(=O)CCc2c(C)nn(-c3ccc(N4CCOCC4)nn3)c2C)cc1F	29	0	-37	-3	100	42	-1	-0.2	102
34	COCCNc1nc2ccccc2n1CC(=O)c1ccc(OC)c(OC)c1	24	-13	1	-1	105	-1	4	2.4	107
35	Cc1ccc2oc(=O)n(CCOc3ccccc3)c2c1	23	2	-9	2	93	-2	-8	-1.8	86
36	CCOC(=O)CSc1nnc(-c2cccnc2)n1Cc1ccccc1	-8	0	-12	1	96	-8	-6	0.7	97
37	Cc1ccc(N2CC(C(=O)N3CCC(C(=O)Nc4ccc(Br)cc4)CC3)CC2=O)cc1 (stereo not given)	9	-1	-40	2	102	4	4	1.8	102
38	c1ccc(-c2nn3c(Cn4nnc5ccccc54)nnc3s2)nc1	41	-11	-9	-26	106	8	14	1.3	104
39	CCC1=C2CC[C@H]3C(=O)N(CC)C(=O)[C@H]3[C@H]2[C@@]2(Cc3ccccc3)C(=NCCOC)OC(=O)N2C1=O	22	nt	nt	nt	104	nt	2	-0.4	107
40	O=C(Nc1ccccn1)NC(C(F)(F)F)C(F)(F)F	10	-3	-1	-7	103	2	-3	5.0	101
41	Cc1ccccc1OCC(=O)NCC(=O)OCC(=O)c1ccc([N+](=O)[O-])cc1	18	-12	-14	46*	103	6	6	1.1	109
42	CC(C)(C)c1ccc(NC(=O)NC2CCCc3ccccc32)cc1 (stereo not given)	7	0	-1	-3	66	4	-39	-1.2	72
43	COCCNC(=O)C(c1ccccc1)N(CCOC)C(=O)Cn1nnc2ccccc21 (stereo not given)	-4	-2	-12	-11	106	-8	9	nt	108
44	CN(CCO)S(=O)(=O)c1ccc2c(c1)C(=O)c1cc(S(=O)(=O)N(C)CCO)ccc1-2	3	-11	1	-17	103	21	3	-0.5	102
45	COc1ccc(C(=O)NCc2ccc3c(c2)OCO3)cc1	22	8	0	-8	102	12	-1	1.9	96
46	COc1ccccc1S(=O)(=O)Cc1ccc(C(=O)NCc2cccnc2)o1	-9	-9	-4	2	95	-2	0	0.0	96
47	O=C1N(c2cccc(Cl)c2)C(c2ccc(Cl)cc2)N2CCCN12 (stereo not given)	5	6	-14	5	95	28	1	-2.5	98
48	CC(=O)OCCCCCCCCCCC[N+]1(C)CCCCC1	1	-5	12	-19	98	6	-2	-0.1	102
49	Cc1ccc(CS(=O)Cc2ccc(C(=O)NCCc3ccccc3)o2)cc1 (stereo not given)	48	-4	-46	0	97	14	3	-0.2	96
50	COc1ccc(C(c2nnnn2C2CCCC2)N2CCc3ccccc3C2)cc1OC (stereo not given)	39	22*	-18	-5	98	5	1	nt	100
51	c1ccc(OCc2nn3c(-c4ccco4)nnc3s2)cc1	3	0	-13	-3	95	10	-4	-0.7	95
52	c1ccc(Nc2ccc(-n3ccnc3)nn2)cc1	22	-5	-1	2	115	10	0	-0.6	108
53	CCN(C(=O)CN1CCc2ccccc21)c1c(N)n(Cc2ccccc2)c(=O)[nH]c1=O	-4	-9	5	10	109	10	-2	-1.2	99
54	C=CCNC(=S)N/N=C/c1ccc(-c2ccc(Br)cc2)o1	-17	-9	-17	10	104	4	-2	-0.5	96
55	CC1=C(C(=O)OCc2ccc3c(c2)OCO3)C(c2ccc(Cl)cc2)NC(=O)N1 (stereo not given)	-7	-3	-23	8	87	-3	-2	0.4	96
56	CC(CCc1ccccc1)NC(=O)COC(=O)c1ccc(NC(=O)CC#N)cc1 (stereo not given)	28	-2	-10	-12	106	4	7	0.4	105
57	Cc1c(C(=O)N(C)C)sc(NC(=O)c2cc([N+](=O)[O-])cc([N+](=O)[O-])c2)c1C#N	12	-6	-20	9	104	nt	8	0.3	103
58	Cn1nnnc1SCC(=O)N1CCN(C(c2ccccc2)c2ccccc2)CC1	-3	-7	-37	1	103	-5	2	-1.7	100
59	O=C1Cc2ccccc2C(c2c(Cl)cccc2Cl)N1 (stereo not given)	41	-18	-7	3	105	-4	5	0.9	111
60	CCOc1cc(C(=O)Nc2ccc3c(c2)OCO3)ccc1OC(F)F	17	-15	-9	1	93	-1	1	-1.5	100

Continued:
No.	SMILES	PHOSPHO1 block	GPR7 antag	FID counter	M18AAP inhibitor	MEKK3 PB1 HTS	NALP1 inh	MEKK2 mut-MEK5	OXTR agonist	MEKK2wt PB1 HTS
61	CC(C)C[C@H](NC(=O)C1CC(=O)N(c2ccc3c(c2)OCO3)C1)C(=O)NC1CCCCC1 (stereo not given in full)	44	-14	-48	-3	103	-6	1	-1.0	101
62	Cc1ccc(C(=O)NCCCNC(=O)c2ccccc2C)cn1	24	-8	-9	4	97	-2	5	-0.3	96
63	Cc1nn(C)c(C(=O)N2CCOCC2)c1Cl	-7	-5	-6	1	102	17	0	-0.3	100
64	CC(NC(=S)N1CCN(c2ccccc2)CC1)c1ccccc1 (stereo not given)	39	3	-15	-1	90	nt	-15	1.6	90
65	COC(=O)Nc1nc2c(C)cccc2s1	-11	-12	3	0	98	8	3	0.5	103
66	O=C(COc1ccc(Br)cc1)Nc1ccc(-c2nnc(-c3ccco3)o2)cc1	0	-2	-1	-5	100	11	0	2.0	98
67	COc1ccc(C2OC(=O)CC2C(=O)NCc2ccc(F)cc2)cc1OC (stereo not given)	-4	-16	-3	-4	99	26	-4	-0.3	97
